Compound activity (PubChem)
Lipid droplet: inhibitors of hepatocyte lipid droplet formation, primary screen, imaging, high-throughput imaging, BODIPY stain. AML12 mouse hepatocytes, oleate lipid droplets. inhibition, % at 6.5 µM. hit rate 0.4% among 240,000. AID 1656, 2009;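 active means lipid droplet intensity inhibited by at least 50%, with more than 500 cells counted; inconclusive means wells with under 300 cells, treated as cytotoxic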
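Material – AML12 mouse liver cells · Also added – oleate loading, 100 µM · Compound dosing – 6.5 µM single-point dosing · Times – overnight treatment with compound plus oleate · Measured by – fluorescence imaging, 20x objective, two fields per well · Read-out – percent inhibition of filter-corrected integrated lipid droplet intensity per well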
T cell HTS: modulators of CD8 T cell-vesicle binding, primary screen, mouse 2C CD8+ T cells, flow cytometry. AID 2052, 2009. hit rate 0.068% among 330,000. 2C CD8+ T cell-vesicle binding; hits give low values. calls only at 7 µM;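 active means response, share of CD8 T cells binding vesicles, and their 90th percentile fluorescence all below set limits, cut at about 80% in these data, passing the limit was not always enough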
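Incubation: binding step 1.5 h, 37 °C, antibody labelling 20 min, ice; system: murine 2C transgenic CD8+ T lymphocytes; technique: cytometric PE anti-B7-1 and Alexa647 anti-CD8 signals after 1% paraformaldehyde fixation; also added: QL9-charged Drosophila Ld/ICAM-1/B7-1 vesicles; control set: naked versus QL9-loaded vesicles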
ER stress rescue: rescue of cells from ER stress-induced death, primary screen, 384-well, CSM14.1, thapsigargin, ATP luminescence (AID 1222); CSM14.1 thapsigargin-induced death rescue, ATP luminescence; higher % means a stronger effect; one-dose cellular ATP content (survival), % at 20 µM; EC50 in µM for titrated hits; 190,000 tested, under 10 active;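 active means EC50 below 50 µM in the dose-response confirmation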;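 further: death triggered by thapsigargin at about 15 µM added after 2 h compound pretreatment; cell ATP read after overnight thapsigargin exposure of roughly 18 to 22 hours; normalized against plate controls of thapsigargin alone and 5% DMSO vehicle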
Autophagy mod: autophagy modulators in MEF cells, primary screen, imaging, high-content, MEF GFP-LC3; AID 463193, 2010; calls only at 10 µM (by protocol); hit rate 0.98% among 190,000; MEF GFP-LC3 puncta imaging; test concentration mostly 10 µM;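 active means percentage of spot-positive cells more than 3 SD above its plate mean, without a fluorescence outlier flag or 80% toxicity; inconclusive means no clear call, values can overlap the other calls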;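 further: spot-positive cell cutoff set from DMSO-treated cells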
Salmonella PhoP GFP: inhibitors of PhoP regulon expression, primary screen, Salmonella Typhimurium, GFP reporter (AID 1863); hit rate 0.16% among 300,000; inhibition, % at 50 µM; hits with a dose series show IC50 in µM; S. Typhimurium PhoP-regulated promoter GFP reporter, 4 h; higher % means a stronger effect;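 active means inhibition over 29.93%, a cutoff 3 SD above the screen mean, later confirmed by dose response; inconclusive means inhibition over 29.93% but no dose response follow-up; inactive means inhibition at most 29.93% or unconfirmed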;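 further: 0% = low Mg2+ inducing control and 100% = high Mg2+ repressing control; strong numbers were not always called active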
b-catenin transl: modulators of beta-catenin nuclear translocation, primary screen, imaging, HeLa cells, immunofluorescence, high-content. nuclear translocation activity, % at 5 µM. hit rate 0.3% among 190,000;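 active means nuclear translocation activity above 50% at 5 µM, with a well cell count of 50 or more; inconclusive means wells under 50 cells across six images, flagged as toxic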;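 further: per-cell ratio of nuclear to cytoplasmic median beta-catenin stain intensity; plate controls were DMSO negative control for no effect and GSK-3 inhibitor IX positive control for full effect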
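Test system: human HeLa cells, endogenous beta-catenin. Times: 24 h compound exposure, 37°C. Measured by: beta-catenin immunofluorescence imaging with DAPI.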
Dynein cargo inh: inhibitors of GR-EGFP nuclear translocation, primary screen, dynein cargo transport inhibitor project, imaging, high-content, 3617.4 mouse cells. test concentration mostly 20 µM; stimulated with dexamethasone, 1 µM; hits give low values. z-score, hits read low. hit rate 0.47% among 220,000;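 active means plate z-score of nuclear minus cytoplasmic receptor signal below a set negative limit, without overly bright fluorescence or cell loss, cut at about -3.5 in these data, passing the limit was not always enough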;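 further: z-score of nuclear minus cytoplasmic ring GR-EGFP intensity difference per well; some compounds called inactive have numbers as strong as hits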
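Buffer or medium – tet-free medium with charcoal-stripped serum · Signal – automated 10x imaging of fixed Hoechst-stained cells · Also added – dexamethasone agonist, 1.0 µM final, for 30 min · Incubation – induction 48 h, compound 1 h, agonist 30 min · Read-out – GR-EGFP nuclear translocation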
Ins promoter up: insulin promoter activators in MIN6 cells, imaging, high-content screening, mouse beta cells. z-score at 5 µM. hit rate 0.3% among 190,000. AID 1625, 2009. MIN6 insulin promoter-GFP reporter; hits give high values;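 active means z-score above 3 at 5 µM with at least 500 cells counted in the well; inconclusive means wells under 500 cells, flagged as cytotoxic or low count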
MT stabilize HCS: microtubule stabilizers in HeLa cells, primary screen, imaging, high-content imaging; % tubulin-high responders, % at 10 µM; HeLa tubulin immunostaining HCS, 24 h; share of cells brighter than vehicle mean+2SD; hit rate 0.83% among 200,000;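 active means plate Z-score above 3 for both tubulin-high and condensed-nucleus cell shares, with cell loss under 80%, at 10 µM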;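 further: anti alpha tubulin signal scored within the nucleus-defined area of each cell; some results filed as inactive read as strong as hits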
Dynein cargo inh cytoplasmic EGFP: second read-out of Dynein cargo inh, no call of its own (marks repeat the call); z-score; measured here: cytoplasmic GR-EGFP intensity; hits give high values
Dynein cargo inh nuclear GR-EGFP: second read-out of Dynein cargo inh, no call of its own (marks repeat the call); z-score; measured here: nuclear GR-EGFP intensity;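 lower value marks the stronger effect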
Dynein cargo inh cell count: further read-out of Dynein cargo inh, marked with its call; z-score; measured here: cell count per field
Ins promoter up cell count: second read-out of Ins promoter up, no call of its own (marks repeat the call); cell count; measured here: cytotoxicity, nuclei count;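 total cells summed across four imaged fields per well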
Lipid droplet cells 6.5 µM: also measured in Lipid droplet; calls as there; cell count; measured here: cell count, cytotoxicity flag;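 cells counted across two imaged fields per well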
b-catenin transl cell count 5 µM: also measured in b-catenin transl; calls as there; cell count; measured here: cell count, cytotoxicity flag
T cell HTS vesicle-bound %: recorded beside T cell HTS, whose call it bears; double positive events, %; measured here: CD8+ vesicle-bound cell fraction;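 binding gate set so that unloaded-vesicle control wells show 10% double positive cells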
MT stabilize HCS Hoechst-high %: also measured in MT stabilize HCS; calls as there; % Hoechst-high responders; measured here: nuclear condensation Hoechst responders;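 share of cells brighter than vehicle mean plus two SD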
MT stabilize HCS cytotoxicity %: further read-out of MT stabilize HCS, marked with its call; toxicity, %; measured here: cytotoxicity by cell density;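 0% = mean cell density of plate MIN control wells and 100% = no cells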
Autophagy mod cell loss 18 h: further read-out of Autophagy mod, marked with its call; toxicity, %; measured here: cell loss, nuclei count;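 cell loss after 18 h compound exposure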
* hit, by the source's call; i = inactive; ? = inconclusive; . = not tested or not shown; + = active, no number.

SMILES	Lipid droplet cells 6.5 µM	Lipid droplet	Ins promoter up cell count	Dynein cargo inh	T cell HTS	Ins promoter up	Autophagy mod	Autophagy mod cell loss 18 h	b-catenin transl cell count 5 µM	MT stabilize HCS cytotoxicity %	T cell HTS vesicle-bound %	Dynein cargo inh cytoplasmic EGFP	b-catenin transl	Dynein cargo inh nuclear GR-EGFP	MT stabilize HCS Hoechst-high %	ER stress rescue	MT stabilize HCS	Dynein cargo inh cell count	Salmonella PhoP GFP
O=C(NCC1CCCO1)C(c1ccncc1)N(Cc1ccc(F)cc1)C(=O)CN1C(=O)c2ccccc2S1(=O)=O (stereo unspecified)	698	18.3	2447	-0.85	i	-0.46	i	-6.7	967	7.3	47.9	-0.29	-0.7	-0.799	3.9	-1.6%	3.8	1.07	-5.5%
COc1cccc(OCc2cc(/C=N/NC(=O)c3nc(Cl)c(Cl)c(N)c3Cl)ccc2OC)c1	787	-10.6	.	0.0389	i	.	i	-7.3	1222	11.8	52.0	-0.138	-1.4	0.121	2.0	-1.6%	2.2	0.408	1.0%
CCOC(=O)NC(Nc1cc(C)ccn1)(C(F)(F)F)C(F)(F)F	.	.	1536	-0.813	i	-0.19	i	-4.6	1029	5.9	34.3	-0.152	-7.7	-0.188	2.4	-2.9%	5.4	0.279	27.3%
COc1ccc2c(c1)nc(SCC(C)O)n2C (stereo unspecified)	680	-1.0	1251	0.538	i	0.52	i	-16.4	899	2.5	11.1	-0.125	-0.1	0.669	2.3	-1.5%	3.9	-0.289	6.8%
COc1cc2c(cc1NC(=O)COC(=O)CNC(=O)c1ccccc1)oc1ccccc12	702	3.6	1263	-0.0239	i	-0.41	i	8.3	1051	2.4	40.0	-0.296	4.0	0.164	1.5	1.2%	5.2	0.175	-5.4%
CCOc1nc(N2CCOCC2)nc(N2CCOCC2)n1	672	0.4	1224	-0.0478	i	-0.12	i	-2.7	1075	4.5	11.2	-0.17	-1.3	-0.3	2.0	-0.2%	1.5	-0.118	4.1%
CCOC(=O)C1=C(C)NC(=O)CC1c1ccccc1 (stereo unspecified)	747	12.6	1348	0.869	i	0.16	i	-4.5	.	3.8	49.6	-0.233	.	0.571	2.1	1.4%	2.2	-0.0701	1.5%
O=C(COC(=O)c1ccccc1C(=O)c1ccccc1)Nc1ccc(SC(F)F)cc1	601	-8.6	.	-0.707	i	.	i	-6.4	956	9.7	30.1	-0.13	1.0	-0.456	3.3	16.1%	4.7	0.502	-9.6%
CC(N=Cc1cc([N+](=O)[O-])ccc1O)c1ccccc1 (stereo unspecified)	746	10.0	1226	-1.3	i	1.29	i	-1.9	1106	6.8	46.5	-0.222	-1.6	-0.708	2.0	1.3%	1.8	0.838	2.6%
OCCNCCCCOc1cccc(Br)c1	747	-2.3	1085	-0.834	i	1.38	i	8.4	520	5.4	47.6	-0.32	0.1	-0.692	2.2	-1.2%	1.9	0.855	12.3%
O=C(CCc1ccccc1)NCc1ccccc1	697	-6.5	1259	-0.316	i	-0.54	i	-1.8	1099	8.1	37.1	-0.372	0.5	-0.179	1.2	0.1%	5.7	1.58	5.2%
Cc1oc(-c2ccccc2Cl)nc1CS(=O)CC(=O)NCc1cccs1 (stereo unspecified)	.	.	868	-0.906	i	-1.16	i	7.4	.	6.5	21.3	-0.323	.	-0.358	2.3	-0.2%	6.5	2.15	-2.2%
Cc1cccc2sc(NC(=O)C3CCCN(S(=O)(=O)c4cccc5nonc45)C3)nc12 (stereo unspecified)	751	5.5	1349*	3.77	i	6.61*	+	3.9*	1204	3.4	43.1	1.17	3.0	2.39	2.8	-0.3%	9.4	-0.243	-5.8%
COc1ccc(C(=O)NCc2ccc(-c3nc4ccccc4s3)cc2)cc1OC	776	1.7	936	0.16	i	0.2	i	-7.8	1074	6.0	13.4	-0.109	0.9	0.326	1.2	-1.6%	1.4	1.26	24.6%
CCCC(=O)C1=C(O)C(C(=O)OC)C(C)(C)CC1=NC(C)(C)C (stereo unspecified)	694	-13.9	1021	0.843	i	0.08	i	14.2	1127	5.2	39.0	-0.147	-2.3	0.45	1.8	1.9%	2.3	1.1	4.0%
Cc1nn(-c2ccccc2)c2c1C(c1cccc([N+](=O)[O-])c1)N(c1ccccc1)C(=O)N2 (stereo unspecified)	644	13.9	.	-0.652	i	.	i	-2.3	1057	7.0	42.0	-0.299	-1.8	-0.521	2.9	-1.5%	4.4	0.573	4.5%
CCCS(=O)(=O)N1CCCC(C(=O)NCCN(CC)c2ccccc2)C1 (stereo unspecified)	.	.	1243	0.134	i	-0.32	i	-1.9	1385	5.8	19.8	-0.056	-0.1	-0.106	1.4	1.0%	0.9	0.513	3.6%
O=C(Cn1nc(C(=O)O)c2ccccc2c1=O)c1c[nH]c2ccccc12	692	0.0	1390	-0.392	i	0.01	.	.	1234	.	8.0	0.0698	0.0	-0.214	.	.	.	0.452	-3.6%
COc1ccc(NS(=O)(=O)c2cccc(C(=O)OCC(=O)Nc3cc(C)on3)c2)cc1	.	.	1497	0.295	i	1.04	i	8.5	1470	6.0	24.4	-0.234	-0.4	-0.81	1.8	-2.2%	1.4	1.15	3.7%
O=S1(=O)CCN(Cc2ccc(Cl)c(C(F)(F)F)c2)CC1	690	-5.1	1365	-0.697	i	0.33	i	4.0	1426	9.7	53.0	-0.164	0.5	-0.338	1.9	0.4%	6.2	0.753	-2.5%
Nc1nc(NC(=O)CCCC(=O)O)nn1-c1ccccc1	727	2.4	1233	-0.781	i	0.36	i	5.4	1203	11.5	38.7	-0.147	-4.0	-0.218	4.4	-3.6%	3.1	1.02	-7.0%
NNc1ncnc2scc(-c3ccc(Cl)cc3)c12	618	0.9	1236	0.726	i	-0.03	i	15.2	505	10.8	50.4	-0.197	-1.5	0.0578	1.4	-4.3%	7.0	-0.88	?
COc1cc(NC(=S)N2CCN(C(c3ccccc3)c3ccccc3)CC2)cc(OC)c1	624	-2.3	1516	-0.362	i	-1.53	i	11.2	1039	7.2	46.1	-0.185	-0.9	-0.444	1.8	1.3%	3.9	0.402	-5.2%
COc1ccc(CCNC(=O)Cn2c(=O)n(-c3ccc(C)c(F)c3)c(=O)c3sccc32)cc1OC	809	5.1	1098	2	i	0.95	i	25.0	1044	1.2	55.3	-0.0855	-2.3	2.13	1.6	0.9%	2.2	-2.59	-3.8%
O=C(CC1C(=O)N(c2ccccc2)C(=S)N1c1ccccc1)c1ccc(Br)cc1 (stereo unspecified)	692	2.0	1487	-0.176	i	0.22	i	1.5	1158	10.6	62.3	-0.226	-2.3	-0.0159	1.6	1.0%	0.6	0.233	-11.7%
CC(C)(O)C#Cc1ccc(CN2CCN(C3CCCCC3)C(CCO)C2)s1 (stereo unspecified)	651	-8.9	1479	-0.158	i	-0.07	i	-0.7	981	2.2	47.2	-0.165	0.6	-0.118	1.6	0.3%	1.9	-0.653	9.1%
